# RSV CPE inhibition: RSV antiviral activity via CPE protection, HEp-2 cells, primary 10 µM value included (AID 2391); HEp-2 cells, RSV-induced CPE inhibition; higher % means a stronger effect; one-dose CPE inhibition, % at 10 µM; IC50 in µM for titrated hits; actives 0.13% (n = 310,000); in the data active = a potency from the dose series; inconclusive = CPE inhibition mostly from about 23% at the one dose, without a potency; inactive = the rest, 99 in 100 with CPE inhibition below about 21%; also: strong numbers were not always called active
# T cell HTS: T cell immune modulators affecting CD8 T cell-vesicle binding; AID 2052; actives 0.068% (n = 330,000); calls only at 7 µM; 2C CD8+ T cell-vesicle binding, flow cytometry; stronger effect = lower value;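 active = response, share of CD8 T cells binding vesicles, and their 90th percentile fluorescence all below set limits, cut at about 80% in these data, passing the limit was not always enough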
#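 Assay system – 2C mouse CD8+ T cells · Also added – QL9-loaded Drosophila micro-vesicles · Timing – Cell–vesicle co-incubation 1.5 h at 37 °C, staining 20 min on ice · Signal – flow cytometry of vesicle-bound cells · Measure – percent CD8+ FL2 mean versus row control · Controls – Peptide-free naked vesicles (low) and QL9 vesicles with 0.7% DMSO vehicle (high)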
# M17LAP inhibition: P. falciparum M17LAP inhibitors, primary screen, biochemical, fluorogenic H-Leu-NHMec substrate, 1536-well (AID 1619); recombinant M17LAP, H-Leu-NHMec fluorogenic kinetic assay; higher % means a stronger effect; one-dose inhibition, % at 30 µM; IC50 in µM for titrated hits; actives 0.38% (n = 220,000);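 active = compound inhibiting the enzyme by more than half at any dose during confirmatory dose-response retesting; inconclusive = strong single-dose inhibitors picked by rank but not retested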;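 also: plate controls were full reaction with DMSO carrier for no effect and no enzyme background for full effect; strong numbers were not always called active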
# TNAP activators: human TNAP enzyme activators, primary screen, biochemical, luminescent, no phosphate acceptor, uHTS (AID 1001); purified TNAP, luminescent activation assay, no phosphate acceptor; higher activation fold means a stronger effect; one-dose activation fold at 20 µM; EC50 in µM for titrated hits; actives 0.03% (n = 200,000); in the data active = activation fold from about 3, or a potency from the dose series; inactive = the rest, 99 in 100 with activation fold below about 1.6; also: many of its hits are not listed in these tables
# K1F lysis inhibition: protection from phage-mediated lysis, alamar blue read-out – E. coli UTI89, K1F phage, bacterial capsule biogenesis inhibitors (AID 488966). E. coli UTI89 K1F phage lysis, alamar blue, 2 h; higher % means a stronger effect. inhibition, % at 100 µM; hits with a dose series show IC50 in µM. actives 0.02% (n = 340,000);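 active = phage lysis inhibition, versus mean bacterial control, above a set limit; inconclusive = no clear call, values can overlap the other calls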;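 also: capsule biogenesis inhibitors block K1F phage lysis so surviving cells raise fluorescence; higher fluorescence means more inhibition of phage lysis; actives were called in the ten point dose series up to 300 µM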
# human PMI inhibitors: human PMI inhibitors, high substrate, primary screen, biochemical, fluorescence intensity, high mannose 6-phosphate (AID 1220). recombinant PMI enzyme, coupled fluorescence intensity; higher % means a stronger effect. inhibition, % at 20 µM, or IC50 in µM where a hit was titrated. actives 0.66% (n = 190,000)
# P. falciparum M1AAP: malaria alanyl aminopeptidase activity blockers – biochemical, fluorogenic H-Leu-NHMec substrate, 1536-well (AID 1445) | recombinant M1AAP, H-Leu-NHMec fluorogenic kinetic assay; higher % means a stronger effect | one-dose inhibition, % at 30 µM; IC50 in µM for titrated hits | actives 0.42% (n = 220,000);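 active = primary inhibition above the hit cutoff, then over 50% inhibition at one or more dose response concentrations, cut at about 23% in these data, passing the limit was not always enough; inconclusive = conflicting primary data, or primary hits not chosen for dose response; inactive = low primary inhibition, or under 50% at every dose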;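 also: plate controls were DMSO full reaction for no effect and no enzyme background for full effect; strong numbers were not always called active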
# West Nile virus CPE: inhibition of WNV-induced cytopathic effect – cell-based, CPE readout (AID 1621); CPE inhibition, % at 10 µM, or IC50 in µM where a hit was titrated; actives 0.02% (n = 290,000); West Nile virus-infected cells, CPE inhibition; higher % means a stronger effect; in the data active = a potency from the dose series; inconclusive = CPE inhibition mostly from about 3.7% at the one dose, without a potency; inactive = the rest, 99 in 100 with CPE inhibition below about 2.2%; also: strong numbers were not always called active
# PMI inhibitors: MPI enzyme activity inhibition – biochemical, fluorescence intensity, coupled assay, primary screen (AID 1209) | actives 0.42% (n = 190,000) | one-dose inhibition, % at 20 µM; IC50 in µM for titrated hits | purified PMI enzyme, coupled fluorescence intensity; higher % means a stronger effect;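 also: plate controls were DMSO vehicle for no effect and wells lacking substrate for full effect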
# T cell HTS vesicle-bound %: also measured in T cell HTS; calls as there; double positive events, %; measured here: CD8+ vesicle-bound cell fraction;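 binding gate set so that unloaded-vesicle control wells show 10% double positive cells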
# The depositor's hits bear a star; i = inactive; ? = inconclusive; . = not tested or not shown; [ ] = remark or other dose. Rule as the data show it, unless noted: active = inhibition above about 50%; inactive = the rest.
SMILES,RSV CPE inhibition,T cell HTS,T cell HTS vesicle-bound %,M17LAP inhibition,TNAP activators,K1F lysis inhibition,human PMI inhibitors,P. falciparum M1AAP,West Nile virus CPE,PMI inhibitors
Cc1cc(C)nc(Oc2ccc([N+](=O)[O-])cc2)n1,-0.1%,i,51,2%,1.1,0.2%,5%,-2%,0.2%,-11%
COC(=O)c1cc(NC(=O)CC2C(=O)NCCN2C(=O)c2ccccc2)cc(C(=O)OC)c1 (stereo not drawn),2.6%,i,47,5%,1.1,0.1%,17%,0%,0.1%,18%
Cc1ccccc1OCC(=O)Nc1ccc2c(c1)C(=O)N(CCC(=O)O)C2=O,0.6%,i,10,.,.,-1.0%[50 µM],.,.,-0.5%,.
COc1cccc(NC(=O)C2CCCN2C(=O)Nc2ccccc2)c1 (stereo not drawn),0.3%,i,6,.,.,0.2%,.,.,-0.7%,.
CC(CN1CCCCC1)OC(=O)c1ccc2c(c1)OCCO2 (stereo not drawn),0.8%,i,22,.,.,0.3%,.,.,-0.2%,.
COC(=O)CCSCC(=O)Nc1cc(C)on1,-0.2%,i,18,11%,1.2,0.2%,4%,-20%,0.6%,4%
c1csc(-c2ccc3ccccc3n2)c1,2.1%,i,56,-3%,1,0.2%,-8%,7%,.,-11%
Cc1cccc(-n2nnnc2SCC(=O)c2cc(C)n(CC3CCCO3)c2C)c1 (stereo not drawn),2.9%,i,35,-3%,1,0.0%,1%,1%,-0.5%,1%
CC(=O)Nc1ccc(S(=O)(=O)NCc2cn3ccsc3n2)cc1,-0.1%,i,28,3%,1,0.5%,-14%,7%,0.4%,-15%
CCOCCc1c(O)nc(SCC(=O)N2CCOCC2)[nH]c1=O,0.6%,i,20,.,.,0.4%,.,.,0.2%,.
O=C(COC(=O)CCc1c[nH]c2ccccc12)Nc1cc([N+](=O)[O-])ccc1Cl,0.6%,i,20,-76%,1,0.2%,8%,5%,-0.3%,8%
O=C(Cn1nc(-c2ccc(F)cc2)ccc1=O)Nc1ccc2c(c1)OCCO2,1.6%,i,23,.,.,0.1%,.,.,0.2%,.
Nc1[nH]ncc1C(=O)Nc1cccc(C(F)(F)F)c1,0.8%,i,49,45µM*,1.2,-7.0%,7%,-6%,0.6%,9%
Cc1ccc(NCN2C(=O)c3ccccc3C2=O)c(C)c1,-0.7%,i,1,9%,1.1,0.4%,3%,6%,0.1%,5%
COc1ccc(C(=O)Oc2ccc3c(c2)OCO3)cc1OC,-1.9%,i,30,-11%,1.1,0.0%,2%,-5%,0.5%,3%
CCCCCSc1ncccc1C(=O)O,0.6%,i,40,14%,.,-0.3%,.,11%,0.2%,.
CSCCC(NC(=O)COc1ccccc1)C(=O)N1CCCC(C)C1 (stereo not drawn),2.9%,i,8,.,.,0.1%,.,.,1.2%,.
Cc1ccc(C(=O)NC(=S)Nc2ccccc2N2CCOCC2)cc1C,1.2%,i,60,.,.,0.1%,.,.,-0.6%,.
CC(C)CN(C)C(=O)CC1C(=O)NCCN1C (stereo not drawn),4.5%,i,60,-5%,1.1,0.4%,4%,8%,0.5%,-3%
COc1cccc(-c2nn(-c3ccccc3)cc2C(=O)O)c1,2.3%,i,57,24%,1.1,0.3%,4%,0%,0.9%,-6%
CCN(C#N)c1nc(NC(C)C)nc(NC(C)(C)C)n1,-1.0%,i,37,.,1,0.3%,5%,.,-1.1%,6%
Cn1c(=O)c2c3c(sc2n2c(SCc4ccccc4)nnc12)CCCC3,58%,i,56,5%,1.1,.,3%,-1%,0.6%,13%
COc1ccc(-c2ccnc3nc(-n4cccc4)nn23)cc1,4.9%,i,34,-2%,1.1,5.7%,-7%,3%,0.5%,0%
COc1ccc(-c2cn3cc(Br)cnc3n2)cc1,-1.2%,i,35,-1%,1,0.2%,-86%,-2%,-0.7%,-69%
Cc1ccc(CNC(=O)c2cc3c(=O)n4ccccc4nc3n(Cc3ccco3)c2=N)cc1,?,i,36,.,1,1.0%,-24%,.,-0.1%,-20%

# Additional compounds:
SMILES,RSV CPE inhibition,T cell HTS,T cell HTS vesicle-bound %,M17LAP inhibition,TNAP activators,K1F lysis inhibition,human PMI inhibitors,P. falciparum M1AAP,West Nile virus CPE,PMI inhibitors
O=C(NCc1ccc(F)cc1)c1ccncc1,1.0%,i,38,.,.,0.8%,.,.,-0.2%,.
CC1CCCC(C)N1S(=O)(=O)c1ccc(NC(=O)CCn2cnc3ccccc3c2=O)cc1 (stereo not drawn),1.2%,i,30,12%,1,0.1%,5%,1%,0.2%,8%
Cc1ccc(S(=O)(=O)N2CCNC(=O)CC2)cc1,-1.0%,i,48,10%,1.1,3.2%,-8%,-1%,-0.5%,-8%
CC(C)(C)n1nc2c(c1NC(=O)c1ccc(S(=O)(=O)N3CCCC3)cc1)CSC2,8.5%,i,37,-11%,1,-0.3%,3%,10%,0.8%,12%
CCOc1ccc(NC(=O)Cc2cccc3ccccc23)c([N+](=O)[O-])c1,1.4%,i,66,34%,1,0.1%,11%,1%,-1.0%,20%
C=CCOC(=O)C1=C[C@H](c2ccc3c(c2)OCO3)C[C@H](OCCCCO)O1,1.3%,i,12,.,.,2.9%,.,.,-0.4%,.
Cc1ccc2c(c1)nnn2C1CCN(S(=O)(=O)c2ccc(C(=O)O)cc2)CC1,-1.0%,i,65,-3%,1.1,0.3%,4%,-2%,-0.1%,-4%
CN1CCN(C2=C(Cl)C(=O)N(C3CCCCC3)C2=O)CC1,-2.5%,i,21,13%,1,0.9%,9%,11%,0.3%,-3%
COc1ccc2c(-c3ccccc3)cc(=O)[nH]c2c1,.,i,26,-3%,1,0.0%,7%,4%,1.2%,9%
CC1(C)Cc2c(sc3nc(N/N=C/c4ccccc4)[nH]c(=O)c23)CO1,1.4%,i,55,7%,1.1,0.6%[50 µM],-16%,9%,-0.4%,-2%
O=C(CSc1nnc(COc2ccccc2)o1)Nc1ccc(F)cc1,3.2%,i,18,.,.,0.6%,.,.,-0.6%,.
O=C(CN1C(=O)c2cccc3cccc(c23)C1=O)N1CCOCC1,0.4%,i,32,3%,1.1,0.4%,0%,13%,-0.2%,25%
CCOC(CNC(=O)c1cccc([N+](=O)[O-])c1)OCC,1.8%,i,49,-18%,.,0.2%,.,5%,0.2%,.
Cc1ccc(-n2c(O)c(C=Nc3ccc4c(c3)OCO4)c3ccccc3c2=O)cc1C,.,i,21,-11%,1.1,2.9%,5%,13%,11%,11%
COc1ccc(NC(=O)c2cccnc2C(=O)O)c(OC)c1,1.6%,i,5,-4%,1,2.4%,26%,-5%,1.2%,38%
O=[N+]([O-])c1ccccc1/C=N/OCc1ccccc1,1.7%,i,26,.,.,0.2%,.,.,-0.1%,.
CC(=O)Nc1ccc(S(=O)(=O)NNC(=O)COc2ccc(Cl)cc2Cl)cc1,-1.4%,i,26,.,.,0.2%,.,.,0.1%,.
COCCN(CCOC)C(=S)Nc1ccccc1Cl,0.1%,i,52,16%,1,-1.9%,-4%,6%,-1.2%,0%
CCCCN1C(=O)C(=O)N(CC(=O)Nc2cc(OCC)c(N3CCOCC3)cc2OCC)C1=O,2.0%,i,20,6%,1.2,2.0%,4%,10%,0.3%,-3%
CCOC(=O)c1ccc(NS(=O)(=O)c2cc3c(cc2C)NC(=O)CO3)cc1,?,i,25,.,.,-0.1%,.,.,-0.1%,.
Cc1ccc(NS(=O)(=O)c2ccc(C(=O)N3CC(C)OC(C)C3)cc2)cc1 (stereo not drawn),2.1%,i,56,.,.,-0.1%,.,.,-0.7%,.
CCc1nnc(NC(=O)c2cc(-c3ccccc3)nn2-c2ccccc2)s1,5.1%,i,32,-2%,1.1,4.8%,1%,7%,0.5%,2%
CCN(CC)S(=O)(=O)c1ccc(NC(=O)Cn2cnc3ccccc3c2=O)cc1,1.6%,i,63,2%,1.1,-0.1%,2%,-1%,25%,10%
COCCn1c(C)cc(C(=O)CSc2nncn2-c2ccccc2)c1C,2.1%,i,31,0%,1.1,-0.2%,8%,7%,-0.6%,-10%
CCO[C@H]1OC(C(=O)N2CCN(Cc3ccc4c(c3)OCO4)CC2)=C[C@@H](C2CC2)[C@@H]1CCCO,-0.9%,i,40,0%,1,-0.4%,-6%,0%,-0.7%,4%

# (further entries)
SMILES,RSV CPE inhibition,T cell HTS,T cell HTS vesicle-bound %,M17LAP inhibition,TNAP activators,K1F lysis inhibition,human PMI inhibitors,P. falciparum M1AAP,West Nile virus CPE,PMI inhibitors
COc1cccc(C(C(=O)NC2CCCCC2)N(Cc2ccco2)C(=O)c2ccccn2)c1 (stereo not drawn),1.9%,i,31,.,.,-0.3%,.,.,-0.2%,.
Cc1cc2oc(=O)cc(CN3CCOCC3)c2cc1C(C)C,2.1%,i,9,.,.,0.5%,.,.,-0.8%,.
O=C1c2ccccc2NC(c2cccc(O)c2)N1c1ccccc1 (stereo not drawn),0.7%,i,44,.,.,0.1%,.,.,0.5%,.
S=C1NC2=C(C(c3ccc(Br)cc3)N1)N1CCC2CC1 (stereo not drawn),0.0%,i,49,5%,1.1,4.0%,5%,13%,0.2%,8%
COc1ccccc1/C=C/C(C)=O,1.4%,i,41,-25%,1,1.8%[50 µM],-10%,3%,-0.1%,0%
COc1ccc2nc(NC(=O)c3ccccc3C(=O)O)sc2c1,1.9%,i,25,.,.,0.3%,.,.,0.6%,.
Cc1nc2ccc(NC(=O)c3ccc(Cl)nc3)cc2s1,17%,i,26,2%,.,1.5%[50 µM],.,4%,0.4%,.

# Part of the list above in order of formula weight, smallest number first.
SMILES,RSV CPE inhibition,T cell HTS,T cell HTS vesicle-bound %,M17LAP inhibition,TNAP activators,K1F lysis inhibition,human PMI inhibitors,P. falciparum M1AAP,West Nile virus CPE,PMI inhibitors
COc1ccccc1/C=C/C(C)=O,1.4%,i,41,-25%,1,1.8%[50 µM],-10%,3%,-0.1%,0%
Cc1nc2ccc(NC(=O)c3ccc(Cl)nc3)cc2s1,17%,i,26,2%,.,1.5%[50 µM],.,4%,0.4%,.
COc1ccc2nc(NC(=O)c3ccccc3C(=O)O)sc2c1,1.9%,i,25,.,.,0.3%,.,.,0.6%,.
S=C1NC2=C(C(c3ccc(Br)cc3)N1)N1CCC2CC1 (stereo not drawn),0.0%,i,49,5%,1.1,4.0%,5%,13%,0.2%,8%
COCCn1c(C)cc(C(=O)CSc2nncn2-c2ccccc2)c1C,2.1%,i,31,0%,1.1,-0.2%,8%,7%,-0.6%,-10%
COc1cccc(C(C(=O)NC2CCCCC2)N(Cc2ccco2)C(=O)c2ccccn2)c1 (stereo not drawn),1.9%,i,31,.,.,-0.3%,.,.,-0.2%,.
